Screening data as filed in PubChem.
a7 integrin act: activates integrin-mediated alleviation for muscular dystrophy | Potency, µM (titrated, usually from 38.3 µM), inactives show at the top dose activation, usual class: activators | alpha7betagal myoblasts, beta-gal FDG fluorescence, 48 h | hit rate 0.064% among 350,000;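 note: potency is the fitted concentration of half-maximal effect; 100% = response of the positive control SU9516; nearly all actives have a fitted effect of over 60% in size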
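Alpha7betagal+/- myoblasts (passage 13) were plated 16-24 hr, then exposed to compounds (1:260 dilution of DMSO stock) for 48 hours at 37C. After MPER lysis, β-galactosidase reporter activity was read as FDG fluorescence (ex 480/em 540) after 30 minutes.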
PKM2 activator: increases activity of human pyruvate kinase M2; purified PKM2, Kinase-Glo ATP luminescence, activation; response scale: 0% is enzyme alone, no compound; Potency, µM (doses to about 57.5 µM), inactives show top-dose activation, hits mostly activators; hit rate 0.34% among 260,000; note: potency is the fitted concentration of half-maximal effect; % is set by controls: 0 for no effect and ±100 for the full control effect; nearly all actives have a fitted effect of over 55% in size
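Purified hPK-M2 (>95% pure) converted ADP (0.1 mM final) to ATP with 0.5 mM PEP in 50 mM imidazole pH7.2, KCl, MgCl2, Tween 20, BSA; 1 h at room temperature. ATP detected by Kinase-Glo luminescence.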
PTAP TSG101 blk: blocks PTAP/TSG101 interaction to inhibit HIV-1 budding; Q99816; Fluorescence polarization, FITC-PTAP peptide / Tsg101 binding; Potency, µM (titrated, usually from 115 µM), without a hit: at the top dose activity change, negative = inhibition, usual class: inhibitors; 340,000 tested, under 10 active; AID 493005; active = well fitted inhibition curve with a large enough effect in the main read-out, with a control signal flat, not every such curve was filed as active; inconclusive = small, poorly fitted or top-dose-only effect, or effect the other way, or a change in a side signal; inactive = no such curve, though single readings can be large or run the other way; note: potency is the fitted concentration of half-maximal effect; % of control where 0% means no effect
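FP read-out: FITC-PTAP peptide, 50 nM final, binding Tsg101 binding domain, 10 uM final; 20 min, r.t.; 10 mM HEPES pH 7.5, 0.15 M NaCl, 0.01% Tween 20, 3 mM EDTA, 0.1 mM TCEP.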
B2AR arrestin: recruits beta-arrestin to the human beta2-adrenergic receptor. P07550. Potency, µM (series often up to 46.1 µM), for inactives: at the top dose activation, actives largely listed as activators. AID 492947. beta-arrestin recruitment to beta2AR, cell-based reporter. hit rate 0.02% among 330,000;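 note: potency is the fitted concentration of half-maximal effect; 0% = DMSO controls and full agonism = EC100 isoproterenol or metaproterenol; nearly all actives have a fitted effect of over 65% in size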
Target sequence (P07550 whole entry, looked up): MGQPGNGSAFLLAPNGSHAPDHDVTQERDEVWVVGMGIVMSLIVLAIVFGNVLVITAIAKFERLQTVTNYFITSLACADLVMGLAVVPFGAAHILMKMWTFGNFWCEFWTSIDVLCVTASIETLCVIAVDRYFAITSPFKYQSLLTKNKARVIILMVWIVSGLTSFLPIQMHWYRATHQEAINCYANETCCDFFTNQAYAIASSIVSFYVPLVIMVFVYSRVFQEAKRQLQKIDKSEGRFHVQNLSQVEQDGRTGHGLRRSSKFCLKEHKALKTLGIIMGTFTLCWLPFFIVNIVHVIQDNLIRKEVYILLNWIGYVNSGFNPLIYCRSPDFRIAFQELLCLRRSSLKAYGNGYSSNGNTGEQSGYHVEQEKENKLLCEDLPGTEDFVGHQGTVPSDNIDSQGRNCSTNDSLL
Giardia killer: Giardia lamblia killing | hit rate 0.15% among 340,000 | Giardia lamblia trophozoite viability | AID 540267 | activity change, % at 7.66 µM, hits read low; in the data active = activity change below about -80%; inconclusive = between about -30% and that limit;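 note: parasites exposed to compound for two days anaerobically before the ATP read; % is set by controls: 0 for no effect and ±100 for the full control effect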
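Trophozoite viability was measured as ATP-dependent luminescence, read 15-30 min after reagent addition. Before that, parasites at 100 cells/well were exposed to compounds for 48 h, anaerobically, at 37 deg C.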
Coupling enz: counter-screen for Giardia aldolase inhibitors: coupling enzyme system | coupling enzyme system counterscreen, AmpLite Red fluorescence | activity change, negative = inhibition, % at 58.2 µM, hits read low | hit rate 0.67% among 290,000; in the data active = activity change below about -30%; note: % is set by controls: 0 for no effect and ±100 for the full control effect
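Final compound at 57.5 uM, incubated 10 min at RT with coupling enzyme reagent (glyceraldehyde-3-phosphate), then 20 min with substrate and AmpLite Red detection. Fluorescence read at 525/598 nm; tests interference with the coupling assay, not aldolase inhibition.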
Chronic BCR inh: blocks chronic active B-cell receptor signaling. AID 493014. hit rate 0.05% among 340,000. ABC-DLBCL IkBa-CBG/CBR reporter, luminescence ratio, 4 h. Potency, µM (series often up to 46.1 µM), inactives show at the top dose ratio change, negative = lower green/red ratio, most hits filed as inhibitors; active = well fitted inhibition curve with a large enough effect in the signal ratio, with a control signal flat, not every such curve was filed as active; inconclusive = small, poorly fitted or top-dose-only effect, or effect the other way, or a change in a side signal; the % refers to the signal ratio;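 note: potency is the fitted concentration of half-maximal effect; plate controls were basal doxycycline-induced cells for no effect and cells given 10 µM MG132 for full effect; MG132 reads +100%, hits lower the ratio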
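Doxycycline induced both beetle luciferases in TMD8 lymphoma cells; IKK-driven degradation limits the IkappaBalpha-fused green signal, while red luminescence normalises for cell number and nonspecific effects. Compounds tested up to 46 uM, 4 hrs.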
S-ASM inh: inhibitors of human secretory acid sphingomyelinase | P17405 | placental ASM, HMU-PC fluorogenic substrate, 60 min | Potency, µM (titrated, usually from 57.5 µM), for inactives: at the top dose activity change, negative = inhibition, hits mostly inhibitors | hit rate 0.006% among 340,000 | AID 504937; note: potency is the fitted concentration of half-maximal effect
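HMU-PC0 cleavage (9 uM final) by human placental ASM, 60 min at 37 °C following 10 min compound exposure at RT; stopped at pH 10, fluorescence Ex 386/Em 447 nm.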
Menin MLL FP TR: menin-MLL binding inhibition, Texas Red mutant peptide; O00255; Menin + Texas Red MLL mutant peptide, fluorescence polarization; Potency, µM (top dose mostly 61.6 µM), for the others: top-dose FP activity change, negative = inhibition, usual class: inhibitors; hit rate 0.23% among 270,000; active = well fitted inhibition curve with a large enough effect in the polarisation, with a control signal flat, not every such curve was filed as active; inconclusive = small, poorly fitted or top-dose-only effect, or effect the other way, or a change in a side signal; inactive = no such curve, though single readings can be large or run the other way; the % refers to the polarisation; note: potency is the fitted concentration of half-maximal effect; % of control where 0% means no effect; many of its hits are not listed in these tables
Tb PFK inh: inhibitors of T. brucei phosphofructokinase; T. brucei PFK, ADP-Glo luminescence; Potency, µM (top dose mostly 57.5 µM), inactives show top-dose activity, negative = inhibition, usual class: inhibitors; hit rate 0.17% among 330,000; AID 485367;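 note: potency is the fitted concentration of half-maximal effect; 0% = uninhibited 1x PFK enzyme wells and -100% = no-enzyme wells; nearly all actives have a fitted effect of over 60% in size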
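In TEA buffer at pH 8.0 with 5 mM MgCl2, enzyme (1.25 nM) converted F6P (0.5 mM) and ATP (0.1 mM) for 45 min at room temperature. ADP product was read by luciferase luminescence.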
GALK inhibitor: blocks human galactokinase activity. P51570. Purified GALK, Kinase-Glo residual ATP luminescence. Potency, µM (doses to about 57.5 µM), for inactives: at the top dose activity change, negative = inhibition, actives largely listed as inhibitors. hit rate 0.007% among 270,000. AID 1868; note: potency is the fitted concentration of half-maximal effect; % is set by controls: 0 for no effect and ±100 for the full control effect
Target sequence (P51570 whole entry, looked up): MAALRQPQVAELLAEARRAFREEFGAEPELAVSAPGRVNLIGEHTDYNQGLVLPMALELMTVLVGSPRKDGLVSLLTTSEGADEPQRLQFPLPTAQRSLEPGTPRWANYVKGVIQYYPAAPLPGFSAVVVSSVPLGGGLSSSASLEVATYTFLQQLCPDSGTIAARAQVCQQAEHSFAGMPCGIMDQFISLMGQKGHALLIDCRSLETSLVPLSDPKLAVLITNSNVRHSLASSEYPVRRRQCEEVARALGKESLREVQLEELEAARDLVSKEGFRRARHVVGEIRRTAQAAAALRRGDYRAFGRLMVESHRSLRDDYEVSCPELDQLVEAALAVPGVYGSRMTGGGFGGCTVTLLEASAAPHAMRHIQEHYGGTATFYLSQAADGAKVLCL
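ATP-depletion format; final 35 uM ATP, 100 uM D-galactose, 5 nM enzyme; pH 8.0 HEPES/Mg2+ buffer; 60 min RT; luminescence read 10 min after detection reagent.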
Starred values were filed as active, the others as inactive; ? = inconclusive; nt = not tested or not shown; [ ] = remark or other dose. Unless noted, calls come from the whole dose curve; as a rule, active = well fitted curve in the direction sought with a large enough effect; inconclusive = small, poorly fitted or top-dose-only effect, or another doubt; inactive = no such curve, though single readings can be large; an effect the other way counts as inactive or inconclusive. Only part of the results is shown (hit frequency here may not be typical).

SMILES	a7 integrin act	PKM2 activator	PTAP TSG101 blk	B2AR arrestin	Giardia killer	Coupling enz	Chronic BCR inh	S-ASM inh	Menin MLL FP TR	Tb PFK inh	GALK inhibitor
COc1ccccc1-n1c(CNC(=O)c2cccc([N+](=O)[O-])c2C)n[nH]c1=S	-3%	-29%	-1%	-0.4%	-16	4	?	1%	6%	6%	0%
O=P(O)(OCc1ccccc1)OCc1ccccc1	nt	nt	-2%	0.3%	-29	nt	-1%	0%	nt	2%	nt
CC1CCCN(C(=O)CCc2ccccc2)C1 (stereo not drawn)	4%	-13%	-8%	0.1%	-7	0	?	5%	-5%	0%	2%
COc1ccccc1C1C2=C(N=c3s/c(=C/c4cccc(OCC(=O)O)c4)c(=O)n31)c1ccccc1CC2 (stereo not drawn)	-40%[inhibitor]	-15%	-1%	-0.1%	8	-3	?	-11%	?	-6%	0%
Cc1ccc(C(=O)NCC(=O)N(C)Cc2ccc(Cl)cc2Cl)s1	-6%	nt	-7%	-1.1%	20	nt	-5%	0%	nt	-3%	nt
CCC(C)C1Nc2ccc(C(=O)NCCc3ccc(OC)c(OC)c3)cc2NC1=O (stereo not drawn)	13%	9%	0%	0.2%	-3	1	8%	7%	11%	0%	16%
CCn1c(=O)c(=O)[nH]c2cc(C(=O)NC3CCCC3)ccc21	-13%	-1%	-3%	0.4%	2	2	0%	-1%	-6%	4%	1%
Cc1cccc(NC(=S)N(CCc2ccncc2)C(C)C)c1C	19%	-6%	-1%	-0.6%	-4	-1	-6%	3%	-19%	-1%	1%
COc1cc(C2CC(=O)c3cnc(N)nc3C2)cc(OC)c1OC (stereo not drawn)	14%	-4%	-6%	0.4%	6	0	3%	0%	1%	-2%	-2%
COc1ccc(CCN(C)C(=O)COc2ccc(N(C)S(=O)(=O)c3ccc(C)cc3)cc2)cc1OC	-7%	nt	-7%	0.0%	-4	nt	-15%	nt	nt	-3%	nt
N#CC(c1ccccc1)C1CCN(Cc2ccccc2)CC1 (stereo not drawn)	-20%	0%	0%	-0.5%	-8	0	5%	0%	-1%	2%	-3%
Cc1ccc(S(=O)(=O)N2Cc3ccccc3CC2C(=O)Nc2cc(C)on2)cc1 (stereo not drawn)	20%	-2%	0%	0.3%	3	1	9%	3%	7%	2%	4%
COCCNC(=S)N/N=C(\C)c1cccc(C(F)(F)F)c1	20%	-4%	-5%	?	3	-1	?	-2%	1%	2%	1%
CCOC(=O)c1c(C)oc2c1c1c(c3ccccc32)OCN(Cc2ccccn2)C1	23%	-1%	-8%	-0.3%	2	-37*	-1%	-13%	-13%	1%	-3%
O=C(Nn1cnnc1)c1ccc(Cl)c(Cl)c1	12%	-15%	-6%	0.5%	14	8	0%	3%	-13%	0%	2%
CCOC(=O)C1CCN(C(c2cccc(OC)c2)c2sc3nc(C)nn3c2O)CC1 (stereo not drawn)	-4%	2%	-6%	-0.3%	-8	2	-4%	13%	0%	-8%	0%
CSc1ccc(/C=C(/NC(=O)c2ccco2)C(=O)N2CCCCC2)cc1	0%	nt	-5%	0.1%	6	nt	3%	3%	nt	2%	1%
Cc1ccc(NC(=O)CN(C)CC(=O)Nc2c(C)cccc2C)c(Br)c1	17%	0%	-2%	-0.2%	-14	0	-1%	1%	-4%	-2%	0%
CCOc1ccccc1N1Cc2cc(C)c(C)cc2C1	8%	7%	0%	5.7%	18	1	-7%	2%	-11%	0%	1%
CCCCNC(=S)NNC(=O)c1csc(C)c1C	2%	3%	-1%	3.3%	-11	0	?	8%	4%	1%	0%
O=C(CSc1cc(Cl)ccc1Cl)NCCCn1ccnc1	2%	nt	-1%	0.2%	-19	0	0%	0%	-12%	-2%	-1%
CCC(C)N1CC(C(=O)NC2CCCCC2)CC1=O (stereo not drawn)	12%	-1%	-2%	-0.5%	9	3	-10%	5%	-19%	-1%	3%
CCOC(=O)Cc1cc(=O)n2[nH]c(C(C)(C)C)cc2n1	13%	1%	-3%	0.3%	4	-22	-5%	2%	nt	4%	-2%
COc1cc(OC)cc(C(=O)NCCCNC(=O)c2cccnc2)c1	19%	nt	-5%	-0.9%	-1	0	2%	4%	16%	1%	-1%
Cc1ccc(CC(=O)Nc2cccc(C)n2)cc1	10%	6%	-5%	-0.2%	-4	3	?	0%	-19%	-8%	0%
(continued)
SMILES	a7 integrin act	PKM2 activator	PTAP TSG101 blk	B2AR arrestin	Giardia killer	Coupling enz	Chronic BCR inh	S-ASM inh	Menin MLL FP TR	Tb PFK inh	GALK inhibitor
CN1C(=O)CC(N2CCN(c3ccccn3)CC2)C1=O (stereo not drawn)	1%	0%	-6%	-0.8%	-5	2	3%	0%	1%	3%	4%
CCOC(=O)c1c(NC(=O)COC(=O)CNC(=O)c2ccco2)sc(C(C)=O)c1C	0%	13%	-2%	-0.2%	-10	6	7%	-1%	-2%	10%	1%
Cn1ccnc1SCC(=O)c1ccc(Br)cc1	-28%	3%	-3%	0.1%	-13	0	-1%	49%[activator]	36%[activator]	-8%	-1%
Fc1ccccc1/C=N/N1CCN(Cc2ccccc2Cl)CC1	0%	1%	0%	-1.1%	10	2	2%	-2%	9%	0%	0%
O=C(Nc1ccc(Br)cc1)C1C2C=CC3(O2)C1C(=O)N(CCN1CCCCC1)C3C(=O)NC1CCCCC1 (stereo not drawn)	-18%	-1%	-1%	0.1%	-21	2	-6%	0%	-20%	1%	14%
C=CCOc1cccc(/C=C\c2nc(O)c([N+](=O)[O-])c(=O)[nH]2)c1	-1%	nt	-1%	0.3%	-6	6	0%	-16%	?	0%	-12%
Cc1cccc(C(=O)NNC(=O)c2cc3cc4ccccc4nc3s2)c1	-5%	-3%	-5%	-0.4%	10	5	15%	0%	-11%	-3%	4%
CC(=O)Nc1cccc(Oc2cnc3ccccc3n2)c1	2%	2%	-6%	0.3%	-13	-4	-8%	2%	14%	0%	-2%
CCOC(=O)C1=C(C)NC2=C(C(=O)C(C(=O)OCC)C(c3ccco3)C2)C1c1ccccn1 (stereo not drawn)	-9%	4%	-2%	0.2%	-13	-1	?	nt	6%	0%	-2%
O=C(COC(=O)CCCN1C(=O)c2ccccc2C1=O)Nc1ncc(Cl)cc1Cl	2%	-1%	-3%	0.3%	-4	-1	?	-3%	-7%	-2%	8%
Brc1ccccc1OCCCCCN1CCOCC1	-8%	6%	2%	-0.1%	19	2	?	0%	-7%	-10%	-3%
Cc1ccc(-c2nc3ccccc3nc2NN)cc1	4%	-6%	-5%	-0.2%	6	-1	3%	38%[activator]	nt	-19%	-2%
NC(=O)c1cc(N=Nc2c(N)[nH]n(-c3c(Cl)cc(Cl)cc3Cl)c2=O)ccc1Cl	2%	-1%	0%	-0.8%	2	5	3%	-4%	20%	1%	-3%
COC(=O)C(NNc1ccccc1C)(NC(=O)c1ccc(F)cc1)C(F)(F)F (stereo not drawn)	5%	-1%	-6%	0.0%	3	-4	0%	0%	9%	0%	-2%
COc1ccc(/C=C/C(=O)NC(=S)Nc2ccc(S(=O)(=O)Nc3nccnc3OC)cc2)cc1	-4%	7%	2%	0.1%	-25	5	-7%	-5%	10%	21%	-4%
COc1ccc(-c2cn(-c3ccccc3)nc2CO)cc1	8%	0%	-5%	-0.2%	12	-1	?	1%	9%	-2%	14%
O=C(NC1(C(F)(F)F)NC(=O)N(CC2CCCCC2)C1=O)c1ccco1 (stereo not drawn)	17%	-7%	-4%	-0.9%	3	-3	1%	0%	11%	-2%	1%
CC(C)NC(=O)NNC(=O)Cn1nnc(-c2cccc(Cl)c2Cl)n1	?	3%	-1%	0.5%	5	0	?	2%	nt	1%	1%
CCOC(=O)c1c(NC(=O)CNC2CCCc3ccccc32)sc(C(N)=O)c1C (stereo not drawn)	-58%[inhibitor]	1%	-9%	0.2%	-5	4	-9%	0%	?	-1%	-5%
O=C(c1cccc(OC2CCN(Cc3ccc(F)cc3Cl)CC2)c1)N1CCCC1	?	1%	nt	-0.7%	7	nt	-1%	3%	nt	-2%	6%
Cc1cc(NC(=O)Cn2cnc3c(nnn3-c3cccc(F)c3)c2=O)no1	-14%	-2%	0%	0.0%	28	2	1%	-3%	-1%	-5%	0%
COc1ccc(Cl)cc1NC(=O)Cn1c(=O)n2nc(C)nc2c2ccccc21	15%	30%	-3%	-0.5%	-11	-3	?	-7%	8%	6%	2%
Cc1ccc(S(=O)(=O)Oc2ccc(N3C(=O)C4C5CCC(C5)C4C3=O)cc2)cc1 (stereo not drawn)	-13%	-5%	-5%	-0.3%	-3	0	1%	4%	6%	-3%	6%
